CHRM5 antagonist: human M5 muscarinic receptor antagonists, primary screen, CHO cells, Fluo-8 calcium fluorescence; Muscarinic acetylcholine receptor M5 (Homo sapiens), P08912; CHO-hM5 cells, ACh EC80; inhibition, % at 3 µM; actives 0.59% (n = 360,000);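 active means inhibition above a per-plate cutoff, the mean of that plate's test compounds plus 3 SD, cut at about 27% in these data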;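 further: 0% = acetylcholine EC80 with DMSO and 100% = DMSO without agonist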
Target sequence (P08912 whole entry, looked up): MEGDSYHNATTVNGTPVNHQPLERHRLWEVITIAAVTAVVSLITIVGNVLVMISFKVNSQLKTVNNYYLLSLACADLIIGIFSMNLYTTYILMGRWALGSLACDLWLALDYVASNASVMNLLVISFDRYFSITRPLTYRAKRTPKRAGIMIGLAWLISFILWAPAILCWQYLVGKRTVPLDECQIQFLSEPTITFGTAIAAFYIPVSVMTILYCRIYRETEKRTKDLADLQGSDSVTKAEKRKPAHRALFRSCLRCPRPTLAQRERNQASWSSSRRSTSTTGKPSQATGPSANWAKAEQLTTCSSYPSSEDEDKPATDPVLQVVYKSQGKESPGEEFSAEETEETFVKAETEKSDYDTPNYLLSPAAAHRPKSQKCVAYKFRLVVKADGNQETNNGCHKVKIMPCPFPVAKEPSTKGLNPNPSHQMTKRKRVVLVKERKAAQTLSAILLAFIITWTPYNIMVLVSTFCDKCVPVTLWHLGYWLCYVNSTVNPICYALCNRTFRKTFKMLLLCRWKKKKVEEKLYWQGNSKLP
TAAR1 antag: human TAAR1 antagonists, primary screen, Fluo-8 calcium fluorescence, CHO RD-HGA16 cells; Trace amine-associated receptor 1 (Homo sapiens), Q96RJ0; antagonist; inhibition, % at 3 µM; actives 1.5% (n = 360,000); AID 624466, 2012;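 active means inhibition above a per-plate cutoff, the mean inhibition of test compounds on that plate plus 3 SD, cut at about 49% in these data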;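 further: 0% = DMSO plus EC80 beta-PEA response and 100% = DMSO alone without agonist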
Target sequence (Q96RJ0 whole entry, looked up): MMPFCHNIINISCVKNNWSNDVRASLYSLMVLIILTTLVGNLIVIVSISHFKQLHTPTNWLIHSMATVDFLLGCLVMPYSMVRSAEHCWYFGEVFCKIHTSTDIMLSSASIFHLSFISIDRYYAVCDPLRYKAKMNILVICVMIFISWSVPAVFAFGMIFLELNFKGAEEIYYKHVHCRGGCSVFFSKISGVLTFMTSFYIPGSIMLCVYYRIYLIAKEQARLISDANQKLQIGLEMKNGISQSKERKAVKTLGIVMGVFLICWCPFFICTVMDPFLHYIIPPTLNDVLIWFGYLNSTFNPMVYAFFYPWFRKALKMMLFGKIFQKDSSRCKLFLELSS
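System: RD-HGA16 CHO cells with stable hTAAR1 and Gα16 | Probe or stimulus: EC80 β-phenethylamine stimulus | Dosing: 3 µM, single point | Times: Dye loading 75 min at 37 °C, then 30 min room temperature | Measured by: Fluo-8 calcium-sensitive fluorescence | Read-out basis: % inhibition of agonist calcium response | Replicates: n of 1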
CHO-K1 Ca PAM: nonselective calcium activators in parental CHO-K1 cells, primary screen, counter-screen for M1 PAM project, cell-based, Fluo-8 calcium fluorescence, full deck, 1536-well. ATP EC20; 0% at ATP EC20, 100% at ATP max. activation, % at 3 µM. actives 0.02% (n = 360,000). AID 602247, 2012;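 active means activation above the run cutoff, the mean activation of all test compounds plus 3 SD, cut at about 40% in these data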;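 further: peak over basal fluorescence ratio in a 140 s read after ATP addition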
CHRM4 PAM: human M4 muscarinic receptor positive allosteric modulators, primary screen, CHO-K1 cells, Fluo-8 calcium fluorescence; Muscarinic acetylcholine receptor M4 (Homo sapiens), P08173; CHO-K1 hM4/Gqi5, ACh EC20; 0% = ACh EC20, 100% = maximal ACh; activation, % at 3 µM; actives 0.4% (n = 360,000);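 active means activation above its plate's cutoff, the mean activation of sample wells plus 3 SD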; further: some results filed as inactive read as strong as hits
CRFR2-BP antag: antagonists of CRF-BP/CRF-R2 complex, primary screen, cell-based, HEK293, calcium dye fluorescence, uHTS | CRF-induced calcium fluorescence | inhibition, % at 11.8 µM | actives 0.59% (n = 350,000) | AID 588475, 2011;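 active means inhibition of the ligand-induced calcium signal above about 50% at the single tested concentration, limit read from the data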
TAAR1 agonist: human TAAR1 agonists, primary screen, Fluo-8 calcium fluorescence, CHO RD-HGA16 cells; Trace amine-associated receptor 1 (Homo sapiens), Q96RJ0; vehicle wells 0%, saturating PEA agonist 100%; activation, % at 3 µM; actives 0.99% (n = 360,000);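 active means activation above the mean activation of all test compounds in the run plus 3 SD, cut at about 38% in these data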
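System: CHO-derived RD-HGA16 cells with stable Gα16 and human TAAR1. Times: 17-24 h plating, Fluo-8 75 min 37 °C, 30 min RT. Measured by: calcium-sensitive Fluo-8 signal, excitation 470-495, emission 515-575 nm. Read-out basis: % activation relative to PEA EC100 response. Control set: DMSO and PEA EC100. Repeats: no replicates (n 1).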
CRFR2-BP ag: agonists of CRF-BP/CRF-R2 complex, primary screen, cell-based, HEK293, calcium dye fluorescence, uHTS. AID 588473, 2011. CRF-binding protein / CRF receptor 2 complex (human). calcium dye fluorescence (FLIPR); percent of saturating CRF peptide response. actives 0.46% (n = 350,000). activation, % at 13.2 µM;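 active means activation of at least 50%, plus an integration ratio under a set limit after plate pattern correction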;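 further: plate controls were neutral control wells without compound for no effect and CRF at EC100 for full effect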
CHRM5 agonist: human M5 muscarinic receptor agonists, primary screen, CHO-K1 cells, Fluo-8 calcium fluorescence; actives 0.19% (n = 360,000); CHO-K1 hM5 cells; 0% DMSO wells, 100% maximal acetylcholine response; AID 624037, 2012; activation, % at 3 µM; Muscarinic acetylcholine receptor M5 (Homo sapiens), P08912;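 active means activation above the run's mean over test compounds plus 3 SD, cut at about 23% in these data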;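 further: signal is peak over basal fluorescence ratio across the kinetic read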
CHRM5 PAM: human M5 muscarinic receptor positive allosteric modulators, primary screen, CHO-K1 cells, Fluo-8 calcium fluorescence; CHO-K1 hM5, ACh EC20 PAM; 0% = ACh EC20, 100% = ACh EC100; Muscarinic acetylcholine receptor M5 (Homo sapiens), P08912; actives 0.3% (n = 360,000); activation, % at 3 µM;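 active means activation above the run cutoff, the mean activation of all test compounds plus 3 SD, cut at about 18% in these data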
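Measured by: Fluo-8 calcium fluorescence; material: human M5 receptor in CHO-K1 cells; schedule: Post-acetylcholine fluorescence recording 140 s; benchmarks: low control EC20 acetylcholine (0%), high control EC100 acetylcholine (100%); read-out: Max/basal fluorescence ratio as % of EC20–EC100 ACh window; compound: single dose, 3 µM nominal final test concentration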
* = called active by the depositor; / = no result given. This is a random part of the collection. About 4.2% of those tested had a hit in this group.

Structure,CHRM5 antagonist,TAAR1 antag,CHO-K1 Ca PAM,CHRM4 PAM,CRFR2-BP antag,TAAR1 agonist,CRFR2-BP ag,CHRM5 agonist,CHRM5 PAM
CCCCNC(=O)CCCn1c(=O)[nH]c2ccc(Br)cc2c1=O,-2,1,4,14,-11,-1,-1.1,1,2
CCOC(=O)C(N)CSC1CC(=O)N(c2ccc(OC)cc2)C1=O (centres undefined),0,-9,16,4,19,10,-0.5,1,0
CCOc1ccc(CCNC(=O)Nc2cccc(OC)c2)cc1OCC,13,4,7,-10,-23,7,-7.4,4,-13
CCCCCc1cc(=O)c2ccccc2o1,0,10,14,11,-2,9,-0.7,-2,7
C[C@H]1CN([C@@H](C)CO)C(=O)CCCn2nncc2CO[C@@H]1CN(C)C(=O)Nc1ccc2c(c1)OCO2,-1,-20,16,14,-1,3,-0.1,0,-3
CCN(CC#CCC(O)(c1ccccc1)C1CCCC1)C(C)C (centres undefined),83*,3,11,-14,1,11,0.5,-11,-15
COC(=O)c1c(NC(=O)COC(=O)c2ccc(C)s2)sc2c1CCCCC2,7,15,28,-4,0,-2,-0.6,-2,-2
CCOC(=O)N1CCC(NC(=O)C2=CCN(S(=O)(=O)c3ccc(OC)cc3)CC2)CC1,1,-14,9,2,2,2,2.6,1,-4
CC(=O)Nc1ccc(S(=O)(=O)NCc2ccc(C(=O)NC(C)c3ccccc3)cc2)cc1 (centres undefined),5,-15,-9,6,-1,1,0.2,2,4
COc1cccc(-n2nc(-c3ccnn3-c3ccc(C)cc3)c(=O)n(C)c2=O)c1,-11,-2,-8,0,-6,0,0.9,-8,-5
COc1cc(OC)cc(-c2nc(N)n[nH]2)c1,0,15,13,1,9,4,0.3,2,-3
CC(=O)Nc1ccc(S(=O)(=O)N2CCC(C(N)=O)(N3CCCCC3)CC2)cc1,3,-1,-6,3,-8,3,0.8,-2,-3
O=C(Nc1ccncc1)Nc1cccc(F)c1,5,46,14,-3,8,92*,4.0,4,2
COc1cccc(NC(=O)c2cc(-c3cccnc3)nc3c(Cl)cccc23)c1,5,57*,-15,2,-4,14,2.5,1,-6
CCOC(=O)c1c(-c2ccc(C)cc2)csc1NC(=O)CCN1CCOCC1,9,12,8,-13,3,5,0.0,-6,-8
COc1ccccc1OCC(=O)NCC1CCCN(C(=O)c2cccc(C)c2)C1 (centres undefined),3,-16,15,2,11,1,-1.9,0,3
c1ccc(Cc2ccc(OCCn3ccnc3)cc2)cc1,14,26,10,-6,4,5,1.0,1,-11
CC1=C(C(=O)OCC(C)C)[C@]23C(=O)c4ccccc4[C@@]2(O1)OC(N)=C3C#N,3,0,9,-3,11,7,1.4,1,1
CN=c1sc2ccccc2n1CC(O)COCc1ccco1 (centres undefined),1,-5,18,-1,-13,2,-1.0,0,-6
c1csc(-c2nnc(-c3ccc(N4CCOCC4)cc3)o2)c1,8,0,16,-3,14,3,-1.5,-1,-12
Cc1cc(C)cc(NS(=O)(=O)c2ccc3[nH]cc(C(=O)N4CCc5ccccc54)c(=O)c3c2)c1,-2,12,17,2,-101,0,61*,-3,-4
Cn1c(Cc2c[nH]c3ccccc23)n[nH]c1=S,9,-2,-1,14,9,-1,-3.8,-2,0
CN(C(=O)C1CCC(=O)N(C2CC2)C1)C1CCCCC1 (centres undefined),-3,-9,20,14,11,4,0.1,-2,5
CCCN1CCN(C(=O)Cn2cccc2C(=O)c2ccccc2)CC1,6,-2,16,11,-6,3,-0.3,0,1
COc1ccccc1Oc1ccc(S(=O)(=O)N2CCCC2)cc1,-4,/,5,0,9,/,0.4,-1,-9
CC(Sc1nnc2ccccn12)C(=O)Nc1ccc2c(c1)OCO2 (centres undefined),-9,-1,17,4,23,10,2.5,4,10
CCOc1cc(/C=N/Nc2ccccc2Cl)ccc1OCC(=O)O,2,-2,-1,-1,5,-1,-3.7,2,-3
CC(NC(=O)c1ccccc1)C(=O)OCC(=O)N1c2ccccc2Sc2ccccc21 (centres undefined),-1,-2,-5,-21,-22,19,-0.2,0,-9
Cc1cc(NC(=O)CSc2nnc(COc3ccccc3)n2Cc2ccco2)no1,2,15,9,3,2,3,-2.0,2,6
O=C(CN1C(=O)C2C3C=CC(C3)C2C1=O)Nc1nc(-c2ccccn2)cs1 (centres undefined),5,27,17,-5,10,11,1.6,1,-6
COc1cccc(/C=C(\C#N)c2nc3ccc(C)cc3[nH]2)c1OCC(=O)O,5,0,0,-1,6,4,0.3,1,-2
O=C(/C=C/c1ccc(Cl)cc1)NC1CC2CCC1C2 (centres undefined),5,11,12,-3,-39,12,-1.8,3,1
CCC(O)(CCN1CCCCC1)c1ccccc1 (centres undefined),23,-13,1,-13,-2,0,-1.7,-10,-23
COc1ccc(C(C)(C)C)cc1NC(=O)COC(=O)C(C)C,-2,-10,6,0,-13,0,-0.8,-4,3
COc1cc(OC)cc(C2=Cc3ccc(OC)cc3C(CC(C)=O)N2c2ccc(-c3cccs3)cc2)c1 (centres undefined),-4,-1,7,-1,/,0,/,-3,0
Cc1cc(SCC(=O)OCC(=O)N2CCN(C(=O)c3ccco3)CC2)c(C)cc1Br,-9,0,9,16,8,15,-0.8,0,6
CCOC(=O)c1cc(-c2ccccc2)sc1NC(=O)C(C)OC(=O)c1cccnc1Cl (centres undefined),1,-20,11,6,-17,6,6.0,-2,-2
CSc1nnc(SCC(=O)NC(=O)c2ccccc2)s1,-3,-43,-15,5,11,0,-0.9,2,-2
COc1ccc(S(=O)(=O)N2CCOC23CCN(C(=O)c2ccc(Cl)cc2Cl)CC3)cc1,9,28,6,-14,1,5,-0.3,2,-6
CCOc1ccc(-n2c(SCC(=O)NCc3ccco3)nnc2-c2c[nH]c3ccccc23)cc1,18,33,-5,-8,6,3,0.2,2,-13
COC(=O)c1ccc(COc2cccc3c2CCN(Cc2ccccc2)C3=O)o1,-3,24,8,-9,34,4,8.5,-2,-5
N#Cc1ccc(NC(=O)c2cc(-c3cccs3)on2)cc1,5,-5,2,3,25,1,1.7,-2,7
Cc1c(C(=O)O)sc2nc(CSc3ncc(C(F)(F)F)cc3Cl)[nH]c(=O)c12,-9,-7,14,-5,-15,-1,1.4,3,10
CC(=O)c1ccccc1NC(=O)CCCNC(=O)c1ccc(Cl)cc1,3,2,1,-1,-1,0,-3.7,-3,1
CN(C)S(=O)(=O)c1ccc(NC(=O)COC(=O)c2ccccn2)cc1,4,-5,6,2,-3,14,-0.3,1,-2
O=C(O)CCn1cc(C2CC(c3ccccc3)=NN2c2ccccc2)c(-c2ccccc2)n1 (centres undefined),6,39,7,2,3,17,2.8,2,3
CCCCCCCNC(=O)C1(CC2CC(c3cccc(Br)c3)=NO2)CCN(C(=O)c2ccccc2)CC1 (centres undefined),8,10,10,2,-10,4,0.0,-4,4
COc1ccc(/C=C/C(=O)Nc2ccc(C(N)=O)cc2)cc1OC,-2,5,12,-2,8,4,0.6,2,3
Cc1ccc(C(=O)COC(=O)c2ccccc2NC(=O)c2ccccc2)cc1[N+](=O)[O-],1,2,23,1,4,4,-1.4,-3,-4
CC(=O)n1nc(-c2ccccc2)nc1NCc1cccs1,5,-35,1,-4,-9,5,0.5,1,-1
COc1ccc(CCNC(=O)CSc2n[nH]c(N)n2)cc1OC,12,-6,-3,-10,7,2,-1.1,-2,-4

Another view of 2 compounds above.
Cc1ccc(C(=O)COC(=O)c2ccccc2NC(=O)c2ccccc2)cc1[N+](=O)[O-]
  CHRM5 antagonist = 1
  TAAR1 antag = 2
  CHO-K1 Ca PAM = 23
  CHRM4 PAM = 1
  CRFR2-BP antag = 4
  TAAR1 agonist = 4
  CRFR2-BP ag = -1.4
  CHRM5 agonist = -3
  CHRM5 PAM = -4

CC(=O)n1nc(-c2ccccc2)nc1NCc1cccs1
  CHRM5 antagonist = 5
  TAAR1 antag = -35
  CHO-K1 Ca PAM = 1
  CHRM4 PAM = -4
  CRFR2-BP antag = -9
  TAAR1 agonist = 5
  CRFR2-BP ag = 0.5
  CHRM5 agonist = 1
  CHRM5 PAM = -1

Compounds above that have an aryl thioether with sulfur outside any ring, in the order listed:
Structure,CHRM5 antagonist,TAAR1 antag,CHO-K1 Ca PAM,CHRM4 PAM,CRFR2-BP antag,TAAR1 agonist,CRFR2-BP ag,CHRM5 agonist,CHRM5 PAM
CC(Sc1nnc2ccccn12)C(=O)Nc1ccc2c(c1)OCO2 (centres undefined),-9,-1,17,4,23,10,2.5,4,10
Cc1cc(NC(=O)CSc2nnc(COc3ccccc3)n2Cc2ccco2)no1,2,15,9,3,2,3,-2.0,2,6
Cc1cc(SCC(=O)OCC(=O)N2CCN(C(=O)c3ccco3)CC2)c(C)cc1Br,-9,0,9,16,8,15,-0.8,0,6
CSc1nnc(SCC(=O)NC(=O)c2ccccc2)s1,-3,-43,-15,5,11,0,-0.9,2,-2
CCOc1ccc(-n2c(SCC(=O)NCc3ccco3)nnc2-c2c[nH]c3ccccc23)cc1,18,33,-5,-8,6,3,0.2,2,-13
Cc1c(C(=O)O)sc2nc(CSc3ncc(C(F)(F)F)cc3Cl)[nH]c(=O)c12,-9,-7,14,-5,-15,-1,1.4,3,10
COc1ccc(CCNC(=O)CSc2n[nH]c(N)n2)cc1OC,12,-6,-3,-10,7,2,-1.1,-2,-4
